High-throughput results as filed in PubChem BioAssay.
Lipid storage S3: qHTS Assay for Lipid Storage Modulators in Drosophila S3 Cells; 320,000 compounds, 0.64% hits; Potency in µM for hits, for the others lipid storage change, negative = inhibition, % at the top dose, mostly 46.1 µM; Drosophila S3 cells, BODIPY lipid droplet fluorescence, 18-24 h; cells fed with added oleic acid; active = well fitted inhibition curve with a large enough effect in the signal ratio, with a control signal flat, not every such curve was filed as active; inconclusive = small, poorly fitted or top-dose-only effect, or effect the other way, or a change in a side signal; the % refers to the signal ratio
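Laser-scanning cytometry quantifies lipid droplet accumulation (500–530 nm total intensity; droplet/cell object ratio) in oleic acid-fed (400 uM added) Drosophila S3 cells treated with a concentration series. 20 uM Triacsin C defined 100% inhibition.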
Lipid storage S3 cell count max: second read-out of Lipid storage S3, no call of its own (marks repeat the call); cell number change, %; measured here: cell count max response;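 cells counted by Cell Tracker Red CMTPX staining in the red channel; peak over a dose series mostly up to 46.1 µM; percent activity relative to internal control wells on each plate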
An asterisk follows results filed as active; i = inactive; ? = inconclusive; / = no result given; [ ] = another dose, or the depositor's remark. % is set by controls: 0 for no effect and ±100 for the full control effect; potency is the fitted concentration of half-maximal effect.

Lipid storage S3,Lipid storage S3 cell count max,SMILES
?,/,CN1CCN(C(=O)CCc2nc3ccccc3n2-c2ccccc2)CC1
?,/,Cn1cc([N+](=O)[O-])c(C(=O)Nc2ccn(Cc3c(F)c(F)cc(F)c3F)n2)n1
-7%,10,Cc1ccc(C(=O)NC2CCS(=O)(=O)C2)cc1S(=O)(=O)N1CCOCC1 (stereo unspecified)
i,3,COc1ccc(NC(=O)c2cc3ccccc3cc2OC)cc1
i,/,Cc1cccn2c(=O)c3cc(C(=O)NCCCN4CCCC4=O)n(C)c3nc12
2%,3,O=C(NC1CCCCC1)NC1(C(=O)N2CCN3CCCC3C2)CCCCC1 (stereo unspecified)
?,/,CC(=O)C(C(C)=O)c1c(Cl)c(O)c(O)c2c(C(=O)c3ccccc3)coc12
?,/,O=C(O)c1ccccc1NC(=O)C(Cc1ccccc1)N1C(=O)c2ccccc2C1=O (stereo unspecified)
?,/,CN1CCN(C(=O)C2=C[C@@H](c3ccc4c(c3)OCO4)C[C@@H](OCc3ccc(CO)cc3)O2)CC1
5%,20,O=c1[nH]c(NCCO)nnc1Cc1ccc(Cl)cc1
-18%,-9,Cn1c(CSCc2ccc(F)cc2)nnc1SCC(=O)Nc1cccc(C(=O)O)c1
?,/,Cc1ccccc1NC(=O)CN1C(=O)c2cccnc2Oc2ccc(Cl)cc21

New compounds follow:
Lipid storage S3,Lipid storage S3 cell count max,SMILES
?,/,CC1CCCN(C(=O)COc2ccc(Nc3ccccc3)cc2)C1 (stereo unspecified)
?,/,CC12C(=O)N(Cc3ccco3)C(=O)C1C1c3ccccc3C2c2ccccc21 (stereo unspecified)
?,/,CCOc1ccc(N(CC(=O)NCCc2ccccc2)C(=O)CCC(=O)Nc2nccs2)cc1
?,/,CC(C)(C)C(=O)NC(NC(=O)C(C)(C)C)c1ccc([N+](=O)[O-])cc1
8%,18,C=C1CCN([C@@H](C)C(=O)NCCCCCC)S(=O)(=O)c2ccccc21
?,/,O=C(CSc1nc2[nH]ncc2c(=O)n1-c1ccccc1)c1ccc2c(c1)OCCO2
?,/,CCOC(=O)c1c(NC(=O)c2ccc(S(=O)(=O)N(C)CC3CCCO3)cc2)sc2c1CCN(C)C2 (stereo unspecified)
?,/,O=C(Nc1ccc(Oc2ccc(NC(=O)C3CCCO3)cc2)cc1)C1CCCO1 (stereo unspecified)
?,/,O=C(O)CCNS(=O)(=O)c1ccccc1C(F)(F)F
?,/,COc1ccc(NC(=O)c2ccccc2N(Cc2ccccc2)S(C)(=O)=O)cc1
28%,-11,COCCN1CCCC(CNCc2cn(C)nc2-c2ccc(Oc3ccccc3)cc2)C1 (stereo unspecified)
-13%,0,Cc1cc(=O)n2nc(N3CCCC(C(=O)NCc4ccccc4C)C3)sc2n1 (stereo unspecified)

Two entries picked at random from the list so far:
Lipid storage S3,Lipid storage S3 cell count max,SMILES
?,/,COc1ccc(NC(=O)c2ccccc2N(Cc2ccccc2)S(C)(=O)=O)cc1
?,/,O=C(O)CCNS(=O)(=O)c1ccccc1C(F)(F)F

Next part
Lipid storage S3,Lipid storage S3 cell count max,SMILES
-1%,6,CCCCn1c(N)c(N(CCOC)C(=O)CCC2CCCCC2)c(=O)[nH]c1=O
?,/,COc1cc(CCC(=O)Nc2ccc(S(=O)(=O)N3CCCC3)cc2)cc(OC)c1OC
8%,24,Cc1c(C(=O)O)oc2ccc(S(=O)(=O)N3CC(C)CC(C)C3)cc12 (stereo unspecified)
?,/,CCOc1c(Br)cc(C2CC(=O)Nc3cc(OC)c(OC)cc32)cc1OC (stereo unspecified)
?,/,CC1CCN(C(=O)c2ccc(S(=O)(=O)N3CCCC3)cc2)CC1
?,/,COc1ccc2nc(SC(C)C(=O)NC3(C#N)CCCCC3)[nH]c2c1 (stereo unspecified)
i,-7,O=C(Nc1nccs1)C(=O)c1c[nH]c2ccccc12
?,/,COc1cccc(/C(O)=C2/C(=O)C(=O)N(CCN(C)C)C2c2ccccn2)c1 (stereo unspecified)
7%,-22,Cc1cccc(NC(=O)c2cccc(N3C(=O)CCC3=O)c2)c1
?,/,O=C1C2CCCCN2C(=O)N1CCCCN1CCN(c2ccccc2Oc2ccccc2)CC1 (stereo unspecified)
?,/,CC(=O)c1cccc(CN2CCC(n3nccc3NC(=O)CCOc3ccccc3)CC2)c1
8%,11,O=S(=O)(NC1CCCCC1)c1ccc(N2CCOCC2)nc1

(listing goes on)
Lipid storage S3,Lipid storage S3 cell count max,SMILES
?,/,COc1ccccc1-c1sc2ccccc2c1-c1ccc(C(C)=O)cc1
1%,10,CCCCCNC(=O)c1ccc2c(=O)n(CCCOCC)c(=S)[nH]c2c1
4%,13,CCCCn1c(N)c(N(CCOC)C(=O)COC(=O)CCOc2ccccc2)c(=O)[nH]c1=O
?,/,Cc1ccccc1Nc1nc(N)nc(COC(=O)/C=C/c2ccco2)n1
3%,10,COC(=O)c1cc([N+](=O)[O-])c(-n2ccnc2)c([N+](=O)[O-])c1
-12%,-14,O=C(O)COCC(=O)N1CCCN(c2ccc(C(F)(F)F)cn2)CC1
?,/,CCOC(=O)Cc1csc(NC(=O)CCCCCN2C(=O)c3ccccc3C2=O)n1
10%,3,COCCn1c(=O)[nH]c2cc(C(=O)NC(C)C)ccc2c1=O
i,/,Cn1c(CNC(=O)C(Cc2ccccc2)NC(=O)c2ccccc2F)cc(=O)n(C)c1=O (stereo unspecified)
?,/,O=C(Nc1ccc2oc(-c3ccncc3)nc2c1)c1cccs1
-4%,-14,O=C(CCCN1Cc2ccccc2C1)c1ccc(F)cc1
?,/,CCCN1C(=O)/C(=N\OCC(=O)Nc2ccc(C(C)C)cc2)c2ccccc21

Other results follow:
Lipid storage S3,Lipid storage S3 cell count max,SMILES
?,/,COc1ccccc1NS(=O)(=O)c1ccc(N/N=C/c2c(C)nn(-c3ccccc3)c2N2CCCC2)c([N+](=O)[O-])c1
?,/,O=C(NCc1ccco1)c1cccc(NC(=O)c2ccco2)c1
?,/,Cc1ccc2cccc(OCC(=O)N(C)CC(=O)Nc3ccc(F)cc3)c2n1
2%,-18,Cc1cc(CNC(=O)COc2ccc(F)cc2F)c2ccccc2n1
0%[9.22 µM],11,CC(NC(=O)c1ccccc1NC(=O)c1ccncc1)c1ccccc1 (stereo unspecified)
-3%,3,Cc1onc(-c2c(F)cccc2Cl)c1C(=O)N(C)C1CCCCC1
-5%,/,COc1cc(C)c(Br)cc1S(=O)(=O)NCc1cccs1
i,0,O=C(CN1CCN(CC(=O)Nc2ccc3c(c2)OCO3)CC1)Nc1ccc(F)cc1
?,/,Cn1nc(C(C)(C)C)cc1NC(=O)Nc1ccc(F)cc1F
?,/,CCOc1ccc(C(NC(C)=O)c2ccc(OC)c(OC)c2)cc1 (stereo unspecified)
?,/,COc1ccc(CN=CC2=C(O)CNC2=O)cc1
i,1,CCOC(=O)c1sc2ncn(CC(=O)NCC3CCCO3)c(=O)c2c1C (stereo unspecified)

Next part.
Lipid storage S3,Lipid storage S3 cell count max,SMILES
i,-11,Nc1nc(SCC(=O)NC2CCCC2)[nH]c(=O)c1NC(=O)c1cccs1
?,/,O=C(CNC(=O)c1cccc(Br)c1)N/N=C/c1cn[nH]c1-c1ccccc1
?,/,O=C1C2CC=CCC2C(=O)N1c1ccc(Cc2ccncc2)cc1 (stereo unspecified)
-5%,11,CC(C)C(=O)Nc1cccc(-c2csc(-c3ccccc3)n2)c1
?,/,COc1ccc(OC)c(NC(=O)N2CCCC(C)C2)c1 (stereo unspecified)
?,/,CCN(CC)S(=O)(=O)c1cccc(C(=O)OCC(=O)c2ccc3c(c2)OCCO3)c1
-13%,-20,CCS(=O)(=O)CCn1c([N+](=O)[O-])cnc1C
i,/,O=C(COc1ccc2ccc(=O)oc2c1)N1CCN(c2ccccc2)CC1
?,/,CCN(CC)c1cc(C)c(C#N)c2nc3ccccc3n12
5%,3,O=C(O)CNS(=O)(=O)Cc1ccccc1
i,-2,CC(C)CC(c1nnnn1C1CCCC1)N1CCN(C(=O)c2ccco2)CC1 (stereo unspecified)
-3%,-13,CS(=O)(=O)Nc1cccc(C2=NN(C(=O)c3cccc([N+](=O)[O-])c3)C(c3cccs3)C2)c1 (stereo unspecified)

Sorted by count of non-hydrogen atoms (lowest first): some entries from above
Lipid storage S3,Lipid storage S3 cell count max,SMILES
5%,3,O=C(O)CNS(=O)(=O)Cc1ccccc1
-13%,-20,CCS(=O)(=O)CCn1c([N+](=O)[O-])cnc1C
?,/,COc1ccc(CN=CC2=C(O)CNC2=O)cc1
-5%,/,COc1cc(C)c(Br)cc1S(=O)(=O)NCc1cccs1
?,/,CCN(CC)c1cc(C)c(C#N)c2nc3ccccc3n12
?,/,Cn1nc(C(C)(C)C)cc1NC(=O)Nc1ccc(F)cc1F
-5%,11,CC(C)C(=O)Nc1cccc(-c2csc(-c3ccccc3)n2)c1
?,/,CCOc1ccc(C(NC(C)=O)c2ccc(OC)c(OC)c2)cc1 (stereo unspecified)
i,-11,Nc1nc(SCC(=O)NC2CCCC2)[nH]c(=O)c1NC(=O)c1cccs1
?,/,O=C(CNC(=O)c1cccc(Br)c1)N/N=C/c1cn[nH]c1-c1ccccc1
i,-2,CC(C)CC(c1nnnn1C1CCCC1)N1CCN(C(=O)c2ccco2)CC1 (stereo unspecified)
?,/,CCN(CC)S(=O)(=O)c1cccc(C(=O)OCC(=O)c2ccc3c(c2)OCCO3)c1
-3%,-13,CS(=O)(=O)Nc1cccc(C2=NN(C(=O)c3cccc([N+](=O)[O-])c3)C(c3cccs3)C2)c1 (stereo unspecified)

(next part)
Lipid storage S3,Lipid storage S3 cell count max,SMILES
5%,/,Cn1cccc1C(=O)OCC(=O)N1c2ccccc2NC(=O)C1(C)C
?,/,COc1ccc(N=Nc2cc(C)c(O)c(CN3CCCCC3)c2)cc1
?,/,Cc1cc(OCC(=O)NN2C(=O)c3ccccc3C2=O)ccc1Cl
?,/,CCOc1cnn(-c2cc(Oc3ccc(C)cc3)ncn2)c(=O)c1Cl
7%,-15,Cc1nn2c(-c3ccccc3)ccnc2c1Br
11%,-13,CCOC(=O)C1CCN(C(=O)COc2cc(C)c(Br)c(C)c2)CC1
?,/,COc1ccc(C(CNC(=O)c2oc3cc(C)c(C)cc3c2C)N2CCCCC2)cc1 (stereo unspecified)
4%,10,COc1ccc(C(=O)Nc2c(N)nc(SCC(=O)NCC3CCCO3)[nH]c2=O)cc1OC (stereo unspecified)
?,/,O=C(Nc1ccncc1)Nc1ccc(Cl)cc1
?,/,Cc1ccc(CCNC(=O)C2CC(=O)N(CCc3ccccc3)C2)cc1 (stereo unspecified)
12%,-1,COc1cccc(Nc2nnc(SCc3cc([N+](=O)[O-])cc4c3OCOC4)s2)c1
?,/,Cc1oc(-c2ccccc2Cl)nc1CSCC(=O)NC1CCCC1

(further entries)
Lipid storage S3,Lipid storage S3 cell count max,SMILES
?,/,CCOC(=O)c1ccsc1NC(=O)CCS(=O)(=O)c1ccccc1
?,/,CN1CCN(NC(=O)Nc2ccc(Br)cc2Cl)CC1
?,/,O=S(=O)(c1c(F)cccc1F)N1CCN(C(=S)NCc2ccc3c(c2)OCO3)CC1
?,/,Cc1ccn(CCSCC(=O)O)n1
3%,1,C(#CC12CC3CC(CC(C3)C1)C2)CN1CCOCC1
?,/,Cc1cc(N2CCCN(C)CC2)nc2cc(Cl)ccc12
5%,-8,C/C(Cc1ccccc1)=N\NC(=O)CNC(=O)COc1cccc(C)c1
?,/,COc1ccc(-c2cn3cccnc3n2)cc1NC(=O)C1CCCC1
?,/,COc1ccccc1OCC(=O)Nc1oc(-c2ccccc2)c(-c2ccccc2)c1C#N
?,/,C#CCNc1c2c(nc3nnnn13)CCCC2
1%,7,COc1ccc(-c2cc(C(=O)Nc3ccccc3O)c3ccccc3n2)cc1OC
9%,-18,O=C(c1cccc([N+](=O)[O-])c1)n1nc(-c2ccccc2)nc1NCc1ccccc1

(list continues)
Lipid storage S3,Lipid storage S3 cell count max,SMILES
?,/,Cc1ccc2cc(CN(Cc3ccc4c(c3)OCO4)Cc3nnnn3Cc3ccco3)c(=O)[nH]c2c1C
7%,1,CCCOc1ccc(/C=N/NC(=O)CSCc2ccc([N+](=O)[O-])cc2)cc1OCC
8%,-2,COc1cc2c(cc1OC)CN(S(=O)(=O)c1ccccc1F)CC2
14%,-5,O=C(NCC(=O)N(Cc1ccc(F)cc1)C(C(=O)NC1CCCC1)c1ccco1)c1ccco1 (stereo unspecified)
?,/,O=Nc1c(-c2ccccc2)cc2ccccn12
?,/,Cc1cccc(C(=O)NC(=S)Nc2ccc(S(=O)(=O)N3CCCCC3)cc2)c1
11%,-6,COc1ccc2oc(=O)c(C(=O)NCc3ccc(C)cc3)cc2c1
-17%,-5,CCO[C@H]1OC(C(=O)N2CCOCC2)=C[C@@H](C)[C@@H]1CCCO
?,/,O=C(Nc1cccc(C(=O)N2CCCC2)c1)c1ccccc1
15µM*,17*,COc1ccc(C2CC(c3ccccc3)=NN2C(=O)COC(=O)CNC(=O)c2ccccc2)cc1 (stereo unspecified)
-27%[9.22 µM],/,COCc1nnc(NC(=O)c2ccccc2Oc2ccccc2)s1
?,/,CC(c1ccccc1)N1C(=O)OC(C)(C)C1(C)O (stereo unspecified)
9%,2,Cc1nc(C(=O)NC2CC2)sc1C1(C)CC(c2cccc([N+](=O)[O-])c2)=NO1 (stereo unspecified)
-13%,-3,Cc1ccc(C)c(N2CCN(S(=O)(=O)c3cc4c(cc3Cl)NC(=O)CO4)CC2)c1
7%,12,Cc1ccc2c(c1)nnn2C1CCN(CC(=O)NCc2ccccc2F)CC1

These rows are one share of the data, so the mix of outcomes need not match the whole.
